Compound activity: PubChem, Sanford-Burnham Center for Chemical Genomics
SUMO1 PPI mod = modulators of SUMO1 protein-protein interactions, primary screen, biochemical, uHTS | SUMO1 binding to a labelled peptide, TR-FRET, 1 h | 0.33% of 360,000 active | Small ubiquitin-related modifier 1 (Homo sapiens), P63165 | AID 602429, 2012 | inhibition, % at 20 µM; in the data active means inhibition above about 37%
DNMT1 block = human DNMT1 methyltransferase inhibitors, primary screen, biochemical, molecular beacon, fluorescence, HinP1I cleavage, uHTS; 0.83% of 360,000 active; DNA (cytosine-5)-methyltransferase 1 (Homo sapiens), P26358; inhibition (reported as % activation of signal), % at 10 µM; in the data active means inhibition above about 50%
Scp1 inh = Scp-1 phosphatase inhibitors, primary screen, biochemical, colorimetric, uHTS; 0.88% of 340,000 active; Carboxy-terminal domain RNA polymerase II polypeptide A small phosphatase 1 (Homo …; inhibition, % at 20 µM; Recombinant Scp1, phosphopeptide, malachite green phosphate absorbance;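 active means inhibition above about 50% at 20 µM, limit read from the data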;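 further: plate controls were DMSO wells with enzyme for no effect and wells lacking enzyme for full effect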
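System: SCP-1 catalytic domain; Reagent: Phospho 17-mer peptide substrate; Doses: one concentration, 20 µM, with 1.0% DMSO; Incubation: 45 min room-temperature reaction, 5 min colour, 30 min stabiliser; Signal: Phosphate-binding colour reagent, absorbance read at 630 nm.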
MT1-MMP act inh = blockers of MT1-MMP proenzyme processing, primary screen, HT1080 RFP-PRO-GFP cells, GFP/RFP fluorescence; Matrix metalloproteinase-14 (Homo sapiens), P50281; GFP/RFP ratio fluorescence, overnight; percent of plate control window, DMSO zero; GFP/RFP ratio change, % at 20 µM; 0.061% of 360,000 active; AID 651647, 2012;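 active means GFP/RFP ratio change of at least 30% with cell ATP level not reduced by more than half and red fluorescence within 50% of control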; further: strong numbers were not always called active
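Test system: HT1080 RFP-PRO-GFP cells; Benchmarks: DMSO and RFP-L50D-GFP cell wells; Timing: cells overnight before dosing, compound overnight, 37 °C, 5% CO2; Compound: one 20 µM compound dose with 1% DMSO; Read-out: GFP/RFP fluorescence ratio.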
SKN-1 inh = suppressors of acrylamide-induced Pgst-4::GFP reporter in worms, primary screen, SKN-1 inhibitor project, whole organism, uHTS, GFP/RFP fluorescence ratio, strain VP596. inhibition, % at 21.8 µM. C. elegans VP596 Pgst-4::GFP/RFP ratio, 24 h. AID 624304, 2012. 0.49% of 360,000 active;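 active means interference check ratio from 0.5 to 1.5 plus GFP to RFP signal ratio inhibition reaching or exceeding a fixed threshold, cut at about 30% in these data, passing the limit was not always enough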; further: some compounds called inactive have numbers as strong as hits
LMPTP inh = LMPTP phosphatase inhibitors, primary screen, biochemical, fluorescence intensity, uHTS. recombinant LMPTP-A, OMFP fluorogenic substrate. inhibition, % at 20 µM. 0.22% of 360,000 active. AID 651560, 2012;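 active means compounds that cut the enzyme signal by at least half of the control window in the single-dose screen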;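 further: plate controls were DMSO wells with enzyme plus substrate for no effect and substrate without enzyme for full effect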
Target sequence (P24666 whole entry, looked up): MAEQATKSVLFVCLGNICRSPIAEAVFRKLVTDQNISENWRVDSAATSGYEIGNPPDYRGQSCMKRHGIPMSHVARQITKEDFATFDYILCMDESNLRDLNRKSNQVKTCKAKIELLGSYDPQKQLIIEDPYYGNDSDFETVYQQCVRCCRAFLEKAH
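Test system – LMPTP-A enzyme · Amount – LMPTP-A at 0.625 nM final in the reaction · Buffer or medium – Bis-Tris pH 6.0, DTT, detergent · Reagent – OMFP 400 µM · Doses – single 20 µM dose · Schedule – reaction 50 min, room temperature, dark · Detection – fluorescence intensity of OMFP turnover product · Evaluation – percent inhibition versus substrate-only and uninhibited controls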
Rpn11 inh = Rpn11 (PSMD14) deubiquitinase inhibitors, primary screen, biochemical, fluorescence polarization, uHTS; 26S proteasome non-ATPase regulatory subunit 14 (Homo sapiens), O00487; human 26S proteasome, Ub4-pepOG fluorescence polarization; 20S core pre-blocked with epoxomicin; calls only at 20 µM; 0.59% of 360,000 active; AID 588493, 2011;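 active means inhibition at 20 µM, scaled to each plate's controls, above about 33%, limit read from the data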
Target sequence (O00487 whole entry, looked up): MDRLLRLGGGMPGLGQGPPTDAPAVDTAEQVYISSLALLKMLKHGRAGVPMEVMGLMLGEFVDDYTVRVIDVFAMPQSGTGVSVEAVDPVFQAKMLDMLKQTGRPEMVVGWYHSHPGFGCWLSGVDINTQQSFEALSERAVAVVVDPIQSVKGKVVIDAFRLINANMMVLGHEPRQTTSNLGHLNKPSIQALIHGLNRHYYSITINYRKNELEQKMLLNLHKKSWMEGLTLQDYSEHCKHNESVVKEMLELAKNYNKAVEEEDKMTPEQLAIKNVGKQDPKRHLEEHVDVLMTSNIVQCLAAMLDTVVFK
CendR NRP1 mod = modulators of CendR peptide binding to NRP-1, primary screen, biochemical, fluorescence polarization, uHTS; Neuropilin-1 (Homo sapiens), O14786; FAM-RPARPAR peptide binding to NRP-1; inhibition, % at 25 µM; 0.85% of 360,000 active; AID 602438, 2012;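 active means inhibition or corrected inhibition above about 18%, plus a signal ratio from 0.5 to 1.5, limit read from the data, passing the limit was not always enough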; further: strong numbers were not always called active
STEP block = STEP phosphatase inhibitors, primary screen, biochemical, fluorescence intensity, uHTS. recombinant STEP, OMFP fluorogenic substrate. inhibition, % at 20 µM. Tyrosine-protein phosphatase non-receptor type 5 (Homo sapiens), P54829. 0.25% of 360,000 active. AID 588621, 2011;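 active means inhibition at 20 µM, scaled per plate between control wells, above about 37%, limit read from the data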;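 further: 0% = DMSO with enzyme and substrate and 100% = substrate only without enzyme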
Target sequence (P54829 whole entry, looked up): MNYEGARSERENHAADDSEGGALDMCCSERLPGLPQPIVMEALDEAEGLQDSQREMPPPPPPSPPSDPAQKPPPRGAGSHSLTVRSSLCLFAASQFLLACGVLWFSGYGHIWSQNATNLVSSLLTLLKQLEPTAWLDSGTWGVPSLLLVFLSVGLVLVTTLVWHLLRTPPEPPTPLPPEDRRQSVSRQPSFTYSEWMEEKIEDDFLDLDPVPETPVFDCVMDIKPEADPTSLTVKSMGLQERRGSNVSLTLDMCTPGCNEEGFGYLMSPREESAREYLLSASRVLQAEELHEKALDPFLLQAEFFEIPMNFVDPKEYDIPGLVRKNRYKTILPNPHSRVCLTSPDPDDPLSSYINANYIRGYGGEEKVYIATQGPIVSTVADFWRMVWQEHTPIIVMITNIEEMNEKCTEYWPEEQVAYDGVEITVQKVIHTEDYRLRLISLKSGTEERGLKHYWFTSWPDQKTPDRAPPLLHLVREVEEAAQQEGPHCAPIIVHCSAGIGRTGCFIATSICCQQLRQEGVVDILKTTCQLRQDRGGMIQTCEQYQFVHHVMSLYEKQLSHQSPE
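Measure: Control-normalized % inhibition with plate pattern correction | Test system: STEP phosphatase, cell-free reaction | Medium: pH 6.0 Bis-Tris with DTT and Tween 20 | Technique: Fluorescence, 480/540 nm | Times: Reaction 20 min, ambient temperature | Doses: Single compound dose of 20 µM, 1% DMSO final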
NadD block = inhibitors of S. aureus NadD, primary screen, biochemical, colorimetric, uHTS; Nicotinate-nucleotide adenylyltransferase NadD (Staphylococcus aureus N315); purified NadD enzyme, colorimetric absorbance read-out; 0.78% of 360,000 active; inhibition, % at 20 µM; AID 602399, 2012; in the data active means inhibition above about 26%; further: some compounds past the cut are filed as inactive
* marks the source's active call; other numbers are inactive results.

Screening C[C@H](CO)N1C[C@H](C)[C@@H](CN(C)CC2CC2)OCc2cnnn2CCCC1=O returned SUMO1 PPI mod 0, DNMT1 block 5, MT1-MMP act inh 0, SKN-1 inh 3, LMPTP inh -4.5, Rpn11 inh inactive, CendR NRP1 mod -4, STEP block 0 and NadD block -5.
CCC(CC)=NNC(=O)c1ccccc1OCc1ccc(F)cc1 was read as SUMO1 PPI mod 2, DNMT1 block 4, Scp1 inh 2, MT1-MMP act inh 0, SKN-1 inh 10, LMPTP inh -2.2, Rpn11 inh inactive, CendR NRP1 mod -4, STEP block -3 and NadD block 0.
O=C(c1ccco1)N1CCN(C(=O)C2CCCN(S(=O)(=O)c3cccc4nsnc34)C2)CC1 (stereo not drawn) was read as SUMO1 PPI mod -29, DNMT1 block 0, Scp1 inh 1, MT1-MMP act inh -1, SKN-1 inh 5, LMPTP inh -0.6, Rpn11 inh inactive, CendR NRP1 mod -6, STEP block 0 and NadD block 3.
Screening CC1(C(=O)NS(=O)(=O)c2cccc(OC(F)F)c2)CCN1C(=O)c1cccc(F)c1 (stereo not drawn) returned SUMO1 PPI mod 0, DNMT1 block 3, MT1-MMP act inh 9, SKN-1 inh 20, LMPTP inh 4.3, Rpn11 inh inactive, CendR NRP1 mod 12, STEP block -6 and NadD block 1.
For O=C(NCC1CCCO1)c1cc2cc(F)ccc2[nH]1 (stereo not drawn) the results were SUMO1 PPI mod 1, DNMT1 block -1, Scp1 inh -10, MT1-MMP act inh -3, SKN-1 inh 19, LMPTP inh -5.1, Rpn11 inh inactive, CendR NRP1 mod 9, STEP block -2 and NadD block -3.
Cc1cc(C)n(S(=O)(=O)c2cc(C(=O)O)c(Cl)cc2Cl)n1 was read as SUMO1 PPI mod 4, DNMT1 block 0, Scp1 inh -4, MT1-MMP act inh 4, SKN-1 inh 4, LMPTP inh -1.4, Rpn11 inh inactive, CendR NRP1 mod 11, STEP block -5 and NadD block -4.
Screening COc1ccc(C/C(N)=N/OC(=O)c2cccs2)cc1 returned SUMO1 PPI mod 2, DNMT1 block 0, Scp1 inh -5, MT1-MMP act inh 1, SKN-1 inh 7, LMPTP inh -1.0, Rpn11 inh inactive, CendR NRP1 mod -13, STEP block -2 and NadD block 0.
`COc1ccccc1CNC(=O)c1cc(C)nc2ccccc12` gave SUMO1 PPI mod -1, DNMT1 block -3, Scp1 inh -3, MT1-MMP act inh -1, SKN-1 inh 11, LMPTP inh 0.4, Rpn11 inh inactive, CendR NRP1 mod 5, STEP block 1 and NadD block 3.
COc1ccc(C)cc1NC(=O)NC(C)c1ccc2c(c1)OCO2 (stereo not drawn) was read as SUMO1 PPI mod -2, DNMT1 block -1, Scp1 inh -5, MT1-MMP act inh 1, SKN-1 inh 6, LMPTP inh 0.7, Rpn11 inh inactive, CendR NRP1 mod -6, STEP block 2 and NadD block -5.
Screening CCOC(=O)c1ccc(N2C(=O)C(CC(=O)NC)N(CCc3ccc(OC)c(OC)c3)C2=S)cc1 (stereo not drawn) returned SUMO1 PPI mod 0, DNMT1 block -4, Scp1 inh -6, MT1-MMP act inh 5, SKN-1 inh 3, LMPTP inh -0.6, Rpn11 inh inactive, CendR NRP1 mod -7, STEP block -1 and NadD block -5.
CCN(CC)C(=O)C1=C(C)N(CCCOC)C(=O)C(CC(=O)NCCCN(C)C)C1 (stereo not drawn) was read as SUMO1 PPI mod 9, DNMT1 block -1, MT1-MMP act inh 0, SKN-1 inh 10, LMPTP inh -1.9, Rpn11 inh inactive, CendR NRP1 mod -14, STEP block 1 and NadD block 0.
CCc1ccc(NC(=O)CSc2nc(NS(=O)(=O)c3ccccc3)cc(=O)[nH]2)cc1 was read as SUMO1 PPI mod -4, DNMT1 block 16, Scp1 inh -5, MT1-MMP act inh 2, SKN-1 inh -6, LMPTP inh 13, Rpn11 inh inactive, CendR NRP1 mod -4, STEP block 1 and NadD block 0.
For COc1ccc(C(=O)N2C(=O)c3ccc(N)cc3C2=O)cc1 the results were SUMO1 PPI mod 0, DNMT1 block 0, Scp1 inh 19, MT1-MMP act inh 2, SKN-1 inh -12, LMPTP inh 1.5, Rpn11 inh inactive, CendR NRP1 mod -3, STEP block 4 and NadD block -2.
Screening Cc1ccc(Nc2cc(-n3nc(C)cc3C)ncn2)c(C)c1 returned SUMO1 PPI mod 1, DNMT1 block 0, Scp1 inh -4, MT1-MMP act inh -9, SKN-1 inh 22, LMPTP inh -0.2, Rpn11 inh inactive, CendR NRP1 mod 0, STEP block 1 and NadD block -4.
`CC(C)NC(=O)c1cc(-c2ccc(Br)cc2)on1` gave SUMO1 PPI mod -1, DNMT1 block -2, Scp1 inh -6, MT1-MMP act inh -5, SKN-1 inh 5, LMPTP inh -0.6, Rpn11 inh inactive, CendR NRP1 mod -12, STEP block 5 and NadD block -7.
O=C(c1ccccc1)c1ccc(C(=O)N2CCN(c3ccccc3Cl)CC2)cc1 was read as SUMO1 PPI mod 7, DNMT1 block -4, Scp1 inh -9, MT1-MMP act inh 2, SKN-1 inh -2, LMPTP inh 2.4, Rpn11 inh inactive, CendR NRP1 mod -1, STEP block 2 and NadD block -4.
O=C(Nc1ccc(C(F)(F)F)cc1Cl)c1ccc(Cn2cc(Br)cn2)o1 was read as SUMO1 PPI mod 1, DNMT1 block -2, Scp1 inh 0, MT1-MMP act inh 2, SKN-1 inh 12, LMPTP inh 2.8, Rpn11 inh inactive, CendR NRP1 mod -4, STEP block 0 and NadD block -8.
`CCN(CC)C(=O)c1csc(Nc2cccc3ccccc23)n1` gave SUMO1 PPI mod -9, DNMT1 block -25, Scp1 inh -2, MT1-MMP act inh 1, SKN-1 inh 25, LMPTP inh 0.5, Rpn11 inh inactive, CendR NRP1 mod 7, STEP block 7 and NadD block -1.
`COc1ccc(OC)c(NC(=O)c2cccc(N3C(=O)C4C5C=CC(C6CC56)C4C3=O)c2)c1` (stereo not drawn) gave SUMO1 PPI mod -1, DNMT1 block -2, Scp1 inh -9, MT1-MMP act inh 2, SKN-1 inh -3, LMPTP inh 0.4, Rpn11 inh inactive, CendR NRP1 mod 10, STEP block 2 and NadD block -3.
Screening CCc1ccc(C(C)NC(=O)c2ccc3c(c2)OCO3)cc1 (stereo not drawn) returned SUMO1 PPI mod 9, DNMT1 block 1, Scp1 inh -5, MT1-MMP act inh -1, SKN-1 inh 9, LMPTP inh 0.3, Rpn11 inh inactive, CendR NRP1 mod 9, STEP block 0 and NadD block -5.
COc1ccc2nc(N/C(N)=N/C(=S)Nc3ccccc3)nc(C)c2c1 was read as SUMO1 PPI mod -14, DNMT1 block -8, Scp1 inh 5, MT1-MMP act inh 2, SKN-1 inh 9, LMPTP inh 0.8, Rpn11 inh inactive, CendR NRP1 mod 8, STEP block 4 and NadD block 9.
O=C(Nn1c(C2CCCCC2)nc2ccccc2c1=O)c1ccc(Cl)c([N+](=O)[O-])c1 was read as SUMO1 PPI mod -10, DNMT1 block -2, Scp1 inh -5, MT1-MMP act inh 0, SKN-1 inh 6, LMPTP inh 2.6, Rpn11 inh inactive, CendR NRP1 mod 10, STEP block 1 and NadD block 0.
Screening CC(C)(C)OC(=O)N1CCC(NC(=O)c2nc[nH]c2C(=O)N2CCN(c3ccccc3)CC2)CC1 returned SUMO1 PPI mod 3, DNMT1 block 1, Scp1 inh -5, MT1-MMP act inh 1, SKN-1 inh 8, LMPTP inh -0.2, Rpn11 inh inactive, CendR NRP1 mod 6, STEP block -1 and NadD block 6.
For CC[C@@H](C)[C@H](NC(=O)Cc1c(C)c2cc3c(C)coc3c(C)c2oc1=O)C(=O)O the results were SUMO1 PPI mod 3, DNMT1 block 1, Scp1 inh -8, MT1-MMP act inh -1, SKN-1 inh 0, LMPTP inh 4.3, Rpn11 inh inactive, CendR NRP1 mod 6, STEP block -1 and NadD block 5.
Screening Cc1cc2oc(=O)cc(Cn3ncc(Cl)c(Cl)c3=O)c2cc1Cl returned SUMO1 PPI mod 3, DNMT1 block 38, Scp1 inh -1, MT1-MMP act inh -16, SKN-1 inh 11, LMPTP inh 2.6, Rpn11 inh inactive, CendR NRP1 mod -3, STEP block 5 and NadD block 27*.
Screening Cc1cc(C)n(C(=O)c2ccc(C)c(S(=O)(=O)N3CCCCC3)c2)n1 returned SUMO1 PPI mod -1, DNMT1 block 0, Scp1 inh -2, MT1-MMP act inh -10, SKN-1 inh 6, LMPTP inh 1.6, Rpn11 inh inactive, CendR NRP1 mod 7, STEP block 0 and NadD block -6.
For CCc1ccccc1NC(=O)COc1ccc2c(c1)OCO2 the results were SUMO1 PPI mod 1, DNMT1 block 0, Scp1 inh -8, MT1-MMP act inh 2, SKN-1 inh 6, LMPTP inh 0.7, Rpn11 inh inactive, CendR NRP1 mod 0, STEP block 0 and NadD block -15.
For C=CCNC(=O)NS(=O)(=O)c1ccc(C)cc1 the results were SUMO1 PPI mod 1, DNMT1 block 2, Scp1 inh -15, MT1-MMP act inh -2, SKN-1 inh 3, LMPTP inh -2.1, Rpn11 inh inactive, CendR NRP1 mod 13, STEP block 0 and NadD block -5.
